NPY2 pot ag: human NPY-Y2 potentiation or agonism, primary screen; activation, % at 3.6 µM; hit rate 0.45% among 220,000; cells expressing NPY-Y2, potentiator/agonist read-out; P49146; in the data active means activation above about 27%;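 further: cells stimulated with NPY near EC25 plus isoproterenol at EC100; 0% = vehicle plus submaximal agonist and 100% = vehicle plus saturating agonist; some results beyond the cut were filed as inactive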
TRPML3 ag: activates the human TRPML3 channel; HEK293 TRPML3-YFP, Fluo-8 calcium fluorescence; 100% = the carbachol control signal; Q8TDD5; activation, % at 3 µM; hit rate 0.29% among 220,000;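 active means activation above its plate's cutoff, the mean activation of the plate's test wells plus 3 SD, cut at about 12% in these data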;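 further: 0% = DMSO only wells and 100% = carbachol wells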
Target sequence (Q8TDD5 whole entry, looked up): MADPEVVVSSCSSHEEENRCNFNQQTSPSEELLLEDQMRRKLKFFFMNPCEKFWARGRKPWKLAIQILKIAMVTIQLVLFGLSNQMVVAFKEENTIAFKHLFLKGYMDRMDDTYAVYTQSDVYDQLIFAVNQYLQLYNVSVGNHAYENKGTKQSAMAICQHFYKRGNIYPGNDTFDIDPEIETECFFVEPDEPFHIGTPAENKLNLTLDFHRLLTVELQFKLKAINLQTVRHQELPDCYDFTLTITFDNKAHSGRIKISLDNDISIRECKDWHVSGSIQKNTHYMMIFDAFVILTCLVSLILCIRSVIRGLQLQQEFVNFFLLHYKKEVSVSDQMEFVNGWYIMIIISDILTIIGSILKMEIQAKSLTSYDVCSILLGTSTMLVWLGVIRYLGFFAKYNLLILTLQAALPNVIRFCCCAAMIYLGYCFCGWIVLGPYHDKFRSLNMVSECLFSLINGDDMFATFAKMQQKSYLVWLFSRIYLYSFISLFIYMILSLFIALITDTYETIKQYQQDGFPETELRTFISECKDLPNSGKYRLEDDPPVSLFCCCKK
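Material: TRPML3-YFP stable HEK293 cells | Dosing: One concentration, 3 µM nominal, 0.3% DMSO | Timing: 125 s total fluorescence read per well | Technique: Fluo-8 calcium dye fluorescence, ex 470-495, em 515-575 nm | Measure: Percent activation from peak-to-basal fluorescence ratio, scaled between DMSO and carbachol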
S1P4 agonist: activates the human S1P4 receptor; O95977; S1P4-expressing cell line, agonist reporter assay; activation, % at 4.98 µM; hit rate 0.35% among 220,000; in the data active means activation above about 11%;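 further: 0% = DMSO vehicle and 100% = reference agonist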
EP2 mod: modulators of human EP2 prostaglandin E2 receptor; induction, % at 25 µM; P43116; hit rate 0.83% among 260,000; EP2-expressing cells, cAMP HTRF FRET, PGE2 co-stimulation;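 active means compounds whose cAMP rise, as percent of the full-agonist control response, exceeds 60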;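 further: rat C6 glioma line stably carrying human EP2 under a CMV promoter; the protocol text gives 20 µM as final concentration; 100% = response of wells given 1 µM PGE2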
NPY-Y1 antag: antagonists of human neuropeptide Y receptor Y1; hit rate 1% among 200,000; HEK293-CNG Y1 cells, membrane potential fluorescence; NPY at EC95, then isoproterenol; AID 1040; inhibition, % at 3.6 µM;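 active means inhibition above the campaign mean inhibition of all tested compounds plus 3 SD, cut at about 20% in these data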;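 further: 0% = DMSO wells given NPY plus isoproterenol and 100% = isoproterenol alone without NPY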
Target sequence (P25929 whole entry, looked up): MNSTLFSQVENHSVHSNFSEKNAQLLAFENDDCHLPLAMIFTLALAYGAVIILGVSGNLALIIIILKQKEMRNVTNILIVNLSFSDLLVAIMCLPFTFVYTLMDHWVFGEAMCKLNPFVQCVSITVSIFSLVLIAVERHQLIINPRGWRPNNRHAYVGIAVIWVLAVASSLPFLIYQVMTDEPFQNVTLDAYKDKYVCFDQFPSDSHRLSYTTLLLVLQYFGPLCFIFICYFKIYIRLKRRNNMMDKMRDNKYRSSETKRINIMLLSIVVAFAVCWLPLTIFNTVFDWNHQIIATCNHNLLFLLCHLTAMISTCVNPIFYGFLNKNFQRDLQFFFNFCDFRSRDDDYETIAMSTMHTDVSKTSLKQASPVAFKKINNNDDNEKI
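Material: Y1- and CNG-channel-expressing HEK293 cells / Probe or stimulus: NPY 25 nM then isoproterenol 1 µM plus Ro 20-1724 25 µM / Doses: 3.6 µM single dose, DMSO 0.4% / Schedule: compound incubation 1 h at room temperature, readout 45 min post-stimulation / Signal: membrane potential fluorescence / Benchmarks: isoproterenol-only wells as full block versus NPY-plus-isoproterenol wells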
TRPN1 ag: agonists of zebrafish TRPN1 channel | HEK293 zebrafish TRPN1-YFP, Fluo-8 calcium fluorescence; 100% = response to 87 µM carbachol | activation, % at 3 µM | hit rate 0.18% among 220,000;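 active means activation above its plate's cutoff, the mean activation of test wells on that plate plus 3 SD, cut at about 19% in these data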;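 further: 0% = DMSO alone and 100% = 87 µM carbachol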
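Material: zebrafish TRPN1-YFP in HEK293 cells; Doses: single test compound dose, 3 µM nominal, 0.3% DMSO; Timing: dye loading 1 h at 37 °C, then 30 min room temperature; Technique: intracellular calcium fluorescence with Fluo-8; Benchmarks: high carbachol 87 µM, low DMSO alone.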
S1P4 antagonist: blocks the human S1P4 receptor. S1P4-expressing cells, antagonist mode, reporter read-out. inhibition, % at 4.98 µM. hit rate 0.26% among 220,000; in the data active means inhibition above about 29%;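 further: 0% = wells stimulated with agonist and 100% = vehicle wells without agonist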
NPY-Y1 PAM-ag: human NPY-Y1 potentiation or agonism, primary screen; NPY-Y1 expressing cells, potentiator/agonist activation; activation, % at 3.6 µM; hit rate 0.37% among 220,000; AID 1304; in the data active means activation above about 33%, passing the limit was not always enough;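 further: cells stimulated with NPY at EC10 then isoproterenol at EC100; 0% = low agonist plus stimulus and 100% = saturating agonist plus stimulus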
CHOP inhibitor: inhibitors of CHOP induction in ER stress response; CHO-K1 CHOP-promoter luciferase, tunicamycin-induced, 15-18 h; inhibition, % at 10 µM; hit rate 3.8% among 220,000;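 active means compounds that reduced the stress-induced luciferase reporter signal by more than about 70% of percent inhibition, limit read from the data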;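 further: 0% = tunicamycin plus vehicle and 100% = wells without tunicamycin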
Active calls of the source: *; . = not tested or not shown; & = joins results of further samples.

structure	S1P4 agonist	NPY2 pot ag	EP2 mod	CHOP inhibitor	S1P4 antagonist	TRPML3 ag	NPY-Y1 antag	TRPN1 ag	NPY-Y1 PAM-ag
Cc1sc2nc(CSc3n[nH]c(N)n3)[nH]c(=O)c2c1C	0.4	-19.4	-30.2&-2.3	53.6	3.0	-1.7	-4.6	-0.1	-11.6
O=C(CSCc1ccc(Cl)cc1)N1CCCCC1	-1.2	10.2	5.2	-9.3	-14.9	-0.4	-1.1	-1.4	3.1
Cc1nn(CCO)c(N)c1C1(O)C(=O)Nc2c(Cl)cc(Cl)cc21 (stereo not drawn)	3.3	-1.4	-9.1	21.9	-2.1	0.3	3.7	1.2	-1.0
Cc1csc(SC(C)C(=O)Nc2ccc(Cl)cn2)n1 (stereo not drawn)	0.5	11.9	3.0	21.3	-9.0	-0.5	-0.2	-3.4	-1.2
Cn1c(Cn2nnc3ccccc32)nnc1SCC(=O)c1ccccc1F	-3.5	-4.1	27.0	21.4	10.9	0.9	1.6	-0.1	8.5
Cc1ccccc1CSc1ccc2nnc(-c3ccccn3)n2n1	0.1	3.8	-66.9	19.8	6.5	0.2	-2.9	-0.8	5.1
COC(=O)C(C(=O)Nc1ccccc1C)C1CCCCCC1 (stereo not drawn)	1.9	-17.4	-8.9	11.1	2.7	0.5	9.8	-1.8	-8.9
CS(=O)(=O)c1ccc(C(=O)Nc2ccccc2N2CCOCC2)c(Cl)c1	0.7	12.3	35.5	1.4	-1.1	0.6	1.0	0.8	-11.9
CC(=O)Nc1ccc2nc(NC(=O)CCc3ccccc3)sc2c1	-1.3	4.2	-45.0	-2.3	-10.7	-0.8	-8.7	1.3	-5.6
Cc1c(C(=O)Nc2ccc(F)cc2)nnn1-c1cccc(C(F)(F)F)c1	1.0	-8.8	-37.7	36.9	-9.3	2.3	0.4	6.7	1.7
O=C(CSc1nc2ccc(Cl)cc2[nH]1)NCCc1ccc(Cl)cc1	0.2	-5.4	-70.2	61.7	2.3	0.9	3.4	0.8	-52.8
CCNc1nc(NCC)nc(N/N=C/c2ccc(OC)cc2)n1	-0.7	8.0	-10.8	1.5	16.0	1.0	.	0.7	8.6
CC1CC(C)CN(C(=O)c2ccc(N3CC4CC(C3)c3cccc(=O)n3C4)c([N+](=O)[O-])c2)C1 (stereo not drawn)	-1.3	13.6	8.2	-11.3	4.4	0.0	3.4	-2.5	-21.3
O=Cc1cnc(N2CCCCC2)s1	-1.1	9.9	-27.4	4.6	5.2	0.8	-6.5	1.7	9.1
CCOC(=O)CCCCC(=O)NC(CO)C(=O)NC (stereo not drawn)	0.9	9.9	16.0	35.0	-14.5	1.0	0.1	0.0	13.4
COc1ccc(-c2nnc(SCc3c(C)noc3C)o2)cc1	-2.7	0.4	-6.9	-3.3	3.7	0.8	6.0	0.7	-8.8
COc1c(Cl)cc(Cl)cc1C(=O)Nc1ccc(CN2CCCCC2)cc1	-1.2	-21.2	19.8	-12.2	-12.8	0.9	3.2	-0.1	-30.6
CC(C)CCC(C)N=Cc1c(O)n(Cc2ccccc2)c(=O)c2ccccc12 (stereo not drawn)	2.1	-3.0	40.1	24.6	-6.5	0.2	13.7	0.0	-19.8
COc1ccc(C(=O)COC(=O)CSCc2c(C)noc2C)cc1OC	2.4	-6.7	13.4	13.8	-7.4	0.7	5.2	1.0	-6.3
O=C(NCCc1cn2ccsc2n1)c1cccs1	2.0	-7.5	27.7	18.8	-9.8	1.2	1.2	1.5	3.8
COc1ccc(NC(=O)N2CCN(C(=O)Nc3ccc(OC)cc3)CC2)cc1	1.1	12.5	-8.2	6.1	20.2	0.6	.	-0.5	6.0
COc1ccc(-c2cc(C(=O)N3CCN(Cc4ccccc4)CC3)no2)cc1OC	0.2	-5.6	-7.8	36.9	-8.1	1.0	4.0	0.1	-5.2
CCc1nc2c(c(=O)c3ccccc3n2C)c(=O)n1C1CCCCCC1	-2.3	-4.0	7.8	60.2	-17.1	17.6*	3.3	19.1*	-22.2
Cc1nonc1N1CCN(Cc2cn[nH]c2-c2ccc3c(c2)OCO3)CC1	0.4	8.8	-20.3	18.4	-4.1	0.8	-8.2	0.7	-0.3
O=C(c1cccc(Cl)c1)N(Cc1cccs1)C1CCS(=O)(=O)C1 (stereo not drawn)	-0.4	-16.2	-7.7	5.5	5.2	0.5	1.4	0.2	-8.8
Nc1ccccc1SCC(=O)Nc1nccs1	1.1	14.4	-5.0	17.7	-5.3	0.6	-1.6	0.9	-8.2
O=[N+]([O-])c1ccc(-c2ccc(/C=N/O)o2)cc1	0.3	-2.8	-26.0	9.5	-3.0	0.3	.	1.6	7.0
CC(C)c1ccc(NC(=O)c2sccc2-n2cccc2)cc1	-1.1	-8.3	24.8	64.4	6.8	-0.9	1.3	-1.5	-20.7
CN(C)C(CN1C(=O)C2CC=CCC2C1=O)c1cn(C)c2ccccc12 (stereo not drawn)	1.3	-14.0	-7.2	13.8	15.0	-0.3	1.7	0.3	0.0
O=C(CSc1nc2ncccc2[nH]1)c1ccc(F)cc1	0.1	0.9	-32.7	14.2	-14.9	0.4	7.9	0.3	11.7
O=C(Cn1cnc2c(nnn2Cc2ccc(F)cc2)c1=O)NCC1CCCO1 (stereo not drawn)	2.5	0.3	12.8	0.8	-21.1	-0.5	7.0	-0.3	-14.7
O=C(CCS(=O)(=O)c1ccccc1)Nc1nc2c(s1)CCCC2	-0.3	4.7	15.3	31.3	-72.4	1.1	-1.9	2.0	12.1
CC(=O)/C(=C\N(C)C)Sc1ccc(C)cc1	-1.1	-14.3	8.3	-10.6	7.5	2.0	.	1.4	13.1
c1csc(-c2ccc3ccccc3n2)c1	1.4	21.2	-60.7	-8.2	-3.4	0.6	3.1	0.5	1.6
CCN1CCCC1CNC(=O)C(=O)NC(C)c1ccccc1 (stereo not drawn)	0.7	7.5	-32.6	-25.5	0.9	0.9	-9.3	-0.2	0.5
CC(=O)Nc1ccc(OCC(O)Cn2c(CO)nc3ccccc32)cc1 (stereo not drawn)	-1.3	-11.4	-0.8	2.6	-6.0	0.5	-3.0	1.5	-13.6
O=C(c1ccco1)N1N=C(c2ccc3nccnc3c2)CC1c1ccccc1 (stereo not drawn)	-0.6	-10.7	31.8	15.5	-1.2	-0.1	0.1	0.8	-18.9
COc1ccc(/C=N/NC(=O)CNc2n[nH]c(=O)[nH]c2=O)cc1OC	0.8	-2.8	11.2	20.3	-10.9	-0.1	-0.2	-0.5	14.1
CC(=O)Nc1cccc(-c2csc(Nc3cc(C)ccn3)n2)c1	-0.2	0.7	-52.8	24.7	-1.4	-0.1	0.5	-0.1	-9.4
COc1ccc(CC(=O)c2c(O)cc(O)cc2O)cc1OC	4.0	-4.8	7.7	-11.5	-27.9	0.5	2.7	-0.2	12.2
Cc1ccc(NC(=O)c2nc[nH]c2C(=O)N[C@@H](C)c2ccccc2)cc1	2.4	10.1	58.8	-4.7	-5.9	1.0	-3.1	-0.4	-9.2
Cc1ccc(OCC(=O)N/N=C2/SCC(=O)N2Cc2ccccc2)cc1	-0.1	1.8	-8.0	-5.2	-23.1	0.4	-0.7	-1.0	-4.4
Cc1ccc(C2C(=O)N(C3CCC(C)CC3)CC(=O)N2C2CC2)cc1 (stereo not drawn)	0.3	-9.8	1.2	-9.2	5.1	0.1	6.0	0.3	-5.0
O=C(COc1cccc(Cl)c1)Nc1ccc(N2CCOCC2)cc1	1.2	2.2	-14.6	10.9	13.0	1.2	14.6	-0.2	10.9
Cc1ccc(-c2nc(CN(C)C3CCOC3)c(C)o2)s1 (stereo not drawn)	-1.4	-16.3	17.6	1.1	4.0	0.0	-2.7	-1.0	-6.7
CC1CC(C)CN(C(=O)C(NS(=O)(=O)c2ccc3c(c2)oc(=O)n3C)C(C)C)C1 (stereo not drawn)	-2.4	9.1	12.6	17.4	2.5	0.1	-2.8	1.2	1.5
O=C(NNc1ccccc1F)C1CCC1	0.9	13.1	-10.9	-0.3	17.1	1.4	.	0.9	6.2
O=C(O)COc1c(Cl)cc(/C=C2\NC(=O)NC2=O)cc1Br	-0.3	-12.5	35.3	-19.7	-2.5	1.2	4.2	0.1	-0.6

Part of the list above, reformatted:
> CCNc1nc(NCC)nc(N/N=C/c2ccc(OC)cc2)n1
  S1P4 agonist: -0.7
  NPY2 pot ag: 8.0
  EP2 mod: -10.8
  CHOP inhibitor: 1.5
  S1P4 antagonist: 16.0
  TRPML3 ag: 1.0
  NPY-Y1 antag: .
  TRPN1 ag: 0.7
  NPY-Y1 PAM-ag: 8.6
> CC1CC(C)CN(C(=O)c2ccc(N3CC4CC(C3)c3cccc(=O)n3C4)c([N+](=O)[O-])c2)C1 (stereo not drawn)
  S1P4 agonist: -1.3
  NPY2 pot ag: 13.6
  EP2 mod: 8.2
  CHOP inhibitor: -11.3
  S1P4 antagonist: 4.4
  TRPML3 ag: 0.0
  NPY-Y1 antag: 3.4
  TRPN1 ag: -2.5
  NPY-Y1 PAM-ag: -21.3
> O=Cc1cnc(N2CCCCC2)s1
  S1P4 agonist: -1.1
  NPY2 pot ag: 9.9
  EP2 mod: -27.4
  CHOP inhibitor: 4.6
  S1P4 antagonist: 5.2
  TRPML3 ag: 0.8
  NPY-Y1 antag: -6.5
  TRPN1 ag: 1.7
  NPY-Y1 PAM-ag: 9.1
> CCOC(=O)CCCCC(=O)NC(CO)C(=O)NC (stereo not drawn)
  S1P4 agonist: 0.9
  NPY2 pot ag: 9.9
  EP2 mod: 16.0
  CHOP inhibitor: 35.0
  S1P4 antagonist: -14.5
  TRPML3 ag: 1.0
  NPY-Y1 antag: 0.1
  TRPN1 ag: 0.0
  NPY-Y1 PAM-ag: 13.4

Continued:
structure	S1P4 agonist	NPY2 pot ag	EP2 mod	CHOP inhibitor	S1P4 antagonist	TRPML3 ag	NPY-Y1 antag	TRPN1 ag	NPY-Y1 PAM-ag
Cc1ccc(NC(=O)CSc2ncccn2)cc1F	1.4	-2.4	-5.3	-10.0	-5.0	2.5	1.6	-0.4	-3.6
O=C(Cc1ccccc1)N/N=C/c1ccc([N+](=O)[O-])s1	0.3	7.0	-40.6	-78.9	-6.4	0.9	1.7	2.6	9.8
CCOC(=O)c1c(NC(=O)CN2C(=O)NC3(CCCCCC3)C2=O)sc(C)c1-c1ccc(C)cc1	0.5	1.6	68.3*	-51.8	-10.2	0.1	-0.4	-0.8	-10.2
CC(=O)CCc1c(C)nc2ccc(C(=O)O)cc2c1Cl	0.7	1.1	16.7	-14.6	-21.1	1.7	-7.6	1.2	-1.3
Cc1csc(NC(=O)c2cc(=O)[nH]c3ccc(S(=O)(=O)N4CCOCC4)cc23)n1	0.6	-0.8	-2.1	-2.0	-3.6	0.9	3.5	1.8	3.7

From PubChem
